sdo1 growth: restores growth of sdo1-depleted yeast | S. cerevisiae sdo1-depleted JHY4D growth rescue, OD600 30 h; active compounds read high; pdr5 snq2 efflux-pump mutant strain | z-score at 10 µM | 140,000 compounds, 0.21% hits | AID 817;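 active = z-score above 3 at both the 24 hr and the 30 hr optical density reads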;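 note: z-score against mean and SD of all compound wells on the same plate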
Insulin prom inh: TRM-6 insulin promoter activity inhibition; TRM-6 cells (human fetal islet line), insulin promoter-eGFP reporter, imaging; reporter expression induced with tamoxifen; inhibition, % at 2 µM; 130,000 compounds, 0.9% hits;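 active = inhibition above the mean plus 3 SD, with well images judged a real hit on visual review, cut at about 60% in these data, passing the limit was not always enough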
sdo1 growth Rescue 24 h: recorded beside sdo1 growth, whose call it bears; z-score; S. cerevisiae sdo1-depleted JHY4D growth rescue, OD600; measured here: growth rescue at 24 h;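 0 is the plate mean of compound wells and units are plate SD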
Active calls of the source: *; . = no result given.

SMILES | sdo1 growth | sdo1 growth Rescue 24 h | Insulin prom inh
COc1cccc2[nH]c3c(N4CCCC(C)C4)ncnc3c12 (stereo not given) | -0.2 | -0.42 | -14.3
O=C(O)/C=C\C(=O)Nc1ccccc1F | 1.4 | 1.28 | .
S=C(NCc1ccncc1)Nc1ccc(Cl)cc1Cl | . | . | 23.5
COc1cc(/C=C2\SC(=Nc3ccccc3)N(CCc3c[nH]c4ccccc34)C2=O)ccc1OC(C)C(=O)O (stereo not given) | 1.07 | 1.58 | -6.7
CS(=O)(=O)c1ccc(-c2nnn(CC(N)=O)n2)cc1 | . | . | 0.0
O=C(CN1CCN(c2ccccc2O)CC1)Nc1ccc2c(c1)CCC2 | 0.3 | 0.3 | .
O=C(CSc1c[nH]c2ccccc12)NCC1CCCO1 (stereo not given) | 0.97 | 0.26 | .
CCc1ccc(NC(=O)c2ccc(F)c(S(=O)(=O)N(CC)c3ccccc3)c2)cc1 | -0.29 | 0.07 | 15.6
Cc1cc(C)cc(OCc2nnc(SCC(=O)c3ccccc3)o2)c1 | -0.49 | 0.5 | 9.5
Cc1nc(COC(=O)c2ccc(CO)cc2)cs1 | -0.87 | -0.48 | .
CCOC(=O)c1cnn(-c2nc(OC)cc(OC)n2)c1C(F)(F)F | -0.1 | -0.18 | 0.0
COc1ccc2c(c1)C(=O)c1ccccc1CO2 | 1.4 | 0.42 | -13.9
Cc1ccc(OCc2nnc(NC(=O)c3ccco3)s2)cc1 | -1.1 | -1.22 | 21.7
Nc1c(S(=O)(=O)c2cccs2)c2nc3ccccc3nc2n1CC1CCCO1 (stereo not given) | -0.96 | -0.79 | 27.0
N=c1c2c3c(sc2ncn1CCN1CCOCC1)CCCCC3 | 11.4* | 7.06* | 64.3
COC(=O)c1c(NC(=O)C2COc3ccccc3O2)sc2c1CCN(C(C)=O)C2 (stereo not given) | -1.21 | -1 | -12.0
CC(C)OC(=O)CSc1nnc(Cc2ccccc2)n1C | 0.83 | 0.63 | .
CC1CCCC(NC(=O)CN(C)S(=O)(=O)c2cccc3cccnc23)C1C (stereo not given) | 0.6 | 0.42 | .
CC(C)/C=N/NC(=O)c1cc(Br)ccc1O | 1.41 | 1.79 | 53.3
O=S(=O)(c1ccc(-c2cn3ccccc3n2)cc1)N1CCOCC1 | 0.36 | 1.22 | -15.2
C=CCN(C(=O)c1ccccc1)c1ccc(OC)cc1 | -0.68 | -0.93 | 13.6
O=C(c1ccc(F)cc1)c1c[nH]c(C(=O)NCc2ccco2)c1 | 0.08 | -0.5 | 0.0
O=C1c2ccccc2C(=O)N1CCCn1nnc(-c2ccc(N3CCOCC3)cc2)n1 | -0.58 | -1.25 | -32.4
CC(=O)c1cccc(NC(=O)Nc2cccnc2)c1 | 1.98 | 0.89 | 6.7
COC(=O)C1C(=O)c2c(C)noc2CC1(C)C (stereo not given) | . | . | 21.4

Record cards (already shown). Order of screens: sdo1 growth	sdo1 growth Rescue 24 h	Insulin prom inh
Results for COC(=O)c1c(NC(=O)C2COc3ccccc3O2)sc2c1CCN(C(C)=O)C2 (stereo not given) = -1.21	-1	-12.0
Results for CCc1ccc(NC(=O)c2ccc(F)c(S(=O)(=O)N(CC)c3ccccc3)c2)cc1 = -0.29	0.07	15.6
Results for C=CCN(C(=O)c1ccccc1)c1ccc(OC)cc1 = -0.68	-0.93	13.6
Results for CC(=O)c1cccc(NC(=O)Nc2cccnc2)c1 = 1.98	0.89	6.7
Results for N=c1c2c3c(sc2ncn1CCN1CCOCC1)CCCCC3 = 11.4*	7.06*	64.3

Carrying on:
SMILES | sdo1 growth | sdo1 growth Rescue 24 h | Insulin prom inh
CCCCNC1=C(Br)C(=O)CC(C)(C)C1 | 0.63 | 0.6 | -23.7
CCCC(=O)NCCc1nc2cc([N+](=O)[O-])ccc2n1C | 0.32 | -0.04 | -10.3
CCOC(=O)CCCNC(=O)COC(=O)c1cc(C)cc(C)c1 | -0.03 | -0.79 | 6.9
Cc1cc(C)nc(SCC(=O)Nc2ccnc3ccccc23)n1 | . | . | -25.0
CCC(=O)N1CCN(c2nc(C)nc3sc(C)c(C)c23)CC1 | 0.48 | 0.04 | .
NC1=NC(=O)C(Cc2cc(Cl)ccc2Cl)S1 (stereo not given) | -0.35 | -0.85 | .
NC(=O)C1CC(=O)N(c2ccc(OCc3c(Cl)cccc3Cl)cc2)C1 (stereo not given) | . | . | 0.0
COc1ccc(OCC(Cn2cnc3ccccc32)OC(C)=O)cc1 (stereo not given) | . | . | 26.7
CCn1c(SCC(=O)n2nc(C)cc2C)nnc1-c1ccc2c(c1)OCO2 | -0.19 | -0.37 | .
Cn1c(=O)c2c(nc(OCc3ccc4c(c3)OCO4)n2Cc2ccccc2Cl)n(C)c1=O | -0.72 | -1.13 | -38.7
Oc1oc(-c2ccccc2)nc1/C=N/c1ccccn1 | . | . | 38.5
Cc1ccc(S(=O)(=O)N2CCN(c3ccc(S(=O)(=O)N4CCOCC4)cn3)CC2)cc1 | 0.15 | 1.24 | 0.0
COc1ccccc1NC(=O)N1CCn2c(nc3ccccc32)C1 | 0.32 | 0.06 | .
Cc1ccc(NC(=S)NCc2ccc3c(c2)OCO3)cc1 | 1.09 | 1.31 | .
O=C(CCN1CCN(c2ccc(F)cc2)CC1)Nc1ccc(F)cc1 | 0.18 | 0.32 | -16.3
Cc1nc(NC(=O)/C=C/c2ccc(F)cc2)sc1C(=O)N(C)C | 0.27 | -0.31 | -12.5
FC(F)(F)c1cccc(-c2nnc3ccc(C(F)(F)F)cn23)c1 | -0.54 | -0.65 | 5.9
CCNC(=O)OCC(CC)NC(=O)OCC(C)C (stereo not given) | 0.28 | -0.21 | -85.7
CCOC(=O)c1nn(-c2ccc(F)cc2)c2nc(-c3ccccc3)c(C#N)c(=O)n12 | -1 | -0.33 | -7.7
COC(=O)c1ccccc1NC(=O)c1cccc(NC(=O)CSCc2ccccc2)c1C | -1.71 | -0.41 | -4.2
Clc1ccc(-c2csc(N3CCc4ccccc4C3)n2)cc1 | -0.32 | 0.88 | -3.2
COc1cc(C(=O)NCCOc2cc(C)cc(C)c2)c(Br)c(OC)c1OC | 0.46 | 0.37 | .
COc1ccc(-c2c(C)n([O-])c3c([n+]2=O)CCCC3)cc1OC | . | . | 0.0
N#Cc1nc(-c2ccco2)oc1N1CCN(C(c2ccccc2)c2ccccc2)CC1 | -0.14 | 0.49 | 14.3
O=c1[nH]n(-c2ccc(Cl)cc2)c2ncccc12 | -0.99 | -0.25 | -103.6

Following part
SMILES | sdo1 growth | sdo1 growth Rescue 24 h | Insulin prom inh
COc1ccccc1C(=O)Nc1nc(N)n(-c2ccccc2)n1 | 0.36 | -0.01 | 0.0
CCCCC(=O)Nc1sc2c(c1-c1nc3ccccc3s1)CCN(C(C)=O)C2 | 0.27 | 2.3 | .
Nc1cccc(C(=O)Nc2ccc3nc(-c4cccnc4)[nH]c3c2)c1 | 0.77 | 0.55 | 50.0
CCCc1nnc(NC(=O)NCCN2C(=O)C3C4C=CC(C4)C3C2=O)s1 (stereo not given) | 0.28 | 0.25 | .
COc1cccc(NC=C2C(=O)OC3(CCCCC3)OC2=O)c1 | 0 | -0.02 | 15.6
Cc1nn(C)cc1CN(C)C(=O)c1nn2c(c1Br)NC(c1cccs1)CC2C(F)(F)F (stereo not given) | . | . | 7.1
CN(c1ccccc1)S(=O)(=O)c1ccc(C(=O)N2CCc3ccccc3C2)cc1 | . | . | -105.9
O=[N+]([O-])c1ccc2c(c1)C(N1CCOCC1)/C(=C/COc1ccc3ccccc3c1Br)O2 (stereo not given) | -0.22 | -0.73 | 20.8
O=[N+]([O-])c1cc(C=Nc2ccc3ccccc3c2)ccc1Br | 0.12 | 0.62 | 20.0
Cc1ccc(NC(=O)c2ccc(OC(=O)COc3cccc(Cl)c3)cc2)cc1 | -0.91 | -1.39 | 26.9
O=C(O)C(Cc1ccccc1)N1C(=O)/C(=C/c2cccc3ccccc23)SC1=S (stereo not given) | 1.89 | 2.98 | 21.7
CCN1/C(=C2\C(=O)N(C)C(=S)N2C)C=Cc2cc(OC)ccc21 | -0.15 | 0.16 | -20.0
CCOc1ccc(S(=O)(=O)NCC(=O)N(C)Cc2cccnc2)cc1 | 0.85 | 1.87 | -78.6
O=C(Cc1cccs1)N/N=C/C=C/c1ccco1 | -0.09 | -0.58 | 37.9
O=C(CSCc1cccc(Br)c1)N1CCOCC1 | -0.31 | -0.12 | .
Cc1ccccc1-n1c(=O)/c(=C\c2ccco2)s/c1=C(/C#N)C(=O)Nc1ccccc1 | -0.46 | 1.36 | .
CCOC(=O)c1c(NC(=O)CSC(=S)N(C)C)sc(C)c1C | -1.24 | -1.22 | 42.9
Cn1c(=O)oc2cc(S(=O)(=O)NCc3ccco3)ccc21 | 1.08 | 0.88 | .
CS(=O)(=O)Nc1cccc(C(=O)CC2(O)C(=O)Nc3ccccc32)c1 (stereo not given) | -0.26 | -1.06 | 39.4
O=C(NN1C(=O)/C(=C\c2cccnc2)SC1=S)C(c1ccccc1)c1ccccc1 | -1.67 | -1.45 | .
Cc1ccc(C(=O)CNc2ccc(Cl)cc2)cc1 | . | . | -33.3
O=C(/C=C/c1ccc(Cl)cc1)NC1CCS(=O)(=O)C1 (stereo not given) | . | . | 19.1
Nc1c(NCCN2CCOCC2)c2ccccc2oc1=O | 0.25 | 0.25 | .
Cc1ccccc1-c1nc(CS(=O)(=O)CC(=O)NCCCN2C(C)CCCC2C)c(C)o1 (stereo not given) | -0.08 | -0.58 | .
O=C(NCc1cccnc1)c1cccc(S(=O)(=O)N2CCCCC2)c1 | -0.29 | -0.44 | -12.1

Following part:
SMILES | sdo1 growth | sdo1 growth Rescue 24 h | Insulin prom inh
CCOC(=O)c1ccc(NC(=S)Nc2cccc(C)n2)cc1 | 0.6 | 1.5 | 10.3
CCCCOc1ccccc1-c1cc(C(=O)O)[nH]n1 | 0 | -0.41 | .
CCOC(=O)N1CCC2(CC1)C(C#N)=C(N)Oc1n[nH]c(C)c12 | 1.05 | 0.92 | 46.7
O=C1NCCc2c1[nH]c1ccccc21 | 1.3 | 1.13 | 20.0
Cc1ccc(-n2nnnc2SCC(=O)Nc2ccc3c(c2)OCCO3)cc1C | -1.59 | -1.45 | 6.2
CC1CCCC(C)N1C(=O)C1CC(c2ccc(F)cc2)=NO1 (stereo not given) | 0.13 | -0.43 | .
Oc1ccc(-c2cccc(-c3ccc(O)cc3)n2)cc1 | 1.38 | 0.84 | .
c1coc(CN=C2NC(=NCc3ccco3)c3ccccc32)c1 | 0.6 | 0.73 | .
Cc1ccc(C(C)C)c(OCC(=O)Nc2ccc(Cl)cn2)c1 | 1.44 | 1.49 | 12.0
O=C(COC(=O)c1ccccc1NC(=O)c1ccccc1)c1ccc([N+](=O)[O-])cc1 | -0.33 | 0.45 | 3.3
Cc1ccc(-c2nc(N)sc2CC(=O)OCC(=O)NCCC(C)C)cc1 | 0.16 | -0.36 | 2.6
O=C(OCc1ccccc1)c1cccc(-c2nnn(Cc3ccccc3)n2)c1 | 0.4 | 0.49 | -28.6
CNC(=O)c1cccn1-c1ccsc1C(=O)OC | 0.67 | 0.18 | 19.4
C=CCc1ccc(OCC(O)CN2CCN(Cc3ccc(Cl)cc3)CC2)c(OC)c1 (stereo not given) | -1.18 | -0.95 | -24.1
COc1cccc(S(=O)(=O)N2CCN(c3ccccc3F)CC2)c1 | -0.43 | -0.22 | 20.0
Cc1cc(C)n2c(SCC(=O)Nc3ccccc3)nnc2n1 | 0.57 | 0.8 | .
Cc1cc(C)cc(-n2ccnc2SCC(=O)O)c1 | . | . | 38.9
COc1cc(NS(=O)(=O)c2ccc(N/C=C(\C#N)c3nc4cc(Cl)ccc4o3)cc2)nc(OC)n1 | -1.42 | -1.08 | 26.7
COc1ccc(Cn2nc(C)n(N(C)c3ncc(C(F)(F)F)cc3Cl)c2=O)cc1 | 0.72 | 0.55 | -53.1
CCOC(=O)c1sc(NC(=O)Cn2nnc3sc4c(c3c2=O)CCCC4)nc1C | -1.65 | -0.69 | -17.9
COc1ccc(C2CCCN2C(=O)Nc2ccccc2)cc1OC (stereo not given) | 0.45 | 1.6 | .
O=C(Nc1ccccc1N1CCCCC1)c1ccco1 | -0.26 | 0.34 | -52.8
COc1cc(NS(=O)(=O)c2ccc(NC(=S)NC(=O)c3cccs3)cc2)nc(OC)n1 | 1.06 | 1.14 | -61.1
Cc1ccc(C(=O)c2sc(Nc3ccccc3)c(C#N)c2N)cc1 | 0.26 | 0.39 | 3.6
COc1ccc(N2CCN(Cc3nc4scc(-c5ccccc5)c4c(=O)[nH]3)CC2)cc1 | -0.69 | -0.16 | -16.9

Ordered by heavy-atom count (smallest number first): part of the list above.
SMILES | sdo1 growth | sdo1 growth Rescue 24 h | Insulin prom inh
C=CCN(C(=O)c1ccccc1)c1ccc(OC)cc1 | -0.68 | -0.93 | 13.6
FC(F)(F)c1cccc(-c2nnc3ccc(C(F)(F)F)cn23)c1 | -0.54 | -0.65 | 5.9
COc1ccc(OCC(Cn2cnc3ccccc32)OC(C)=O)cc1 (stereo not given) | . | . | 26.7

Additional structures.
SMILES | sdo1 growth | sdo1 growth Rescue 24 h | Insulin prom inh
O=C(NCCN1CCCC1)c1ccc2c(=O)n(CCc3ccccc3)c(=O)[nH]c2c1 | 0.15 | -0.11 | .
O=C1NCCCC1C(=O)Nc1ccccn1 (stereo not given) | 0.11 | -0.51 | 3.0
CCNC(=S)NCc1ccc(F)cc1 | 0.18 | 0.13 | 10.0
CNC(=O)CSc1nnc(COc2ccc([N+](=O)[O-])cc2)n1C | . | . | 17.6
Brc1cc(/C=N/n2cnnc2)oc1Br | . | . | 42.9
Cc1ccc(NC(=O)CSCC(=O)N2c3ccccc3CCc3ccccc32)cc1 | -0.71 | -0.16 | -41.7

An excerpt from above, limited to sdo1 growth Rescue 24 h.
| SMILES | sdo1 growth Rescue 24 h |
| --- | --- |
| CCOc1ccc(S(=O)(=O)NCC(=O)N(C)Cc2cccnc2)cc1 | 1.87 |
| Cc1ccc(OCc2nnc(NC(=O)c3ccco3)s2)cc1 | -1.22 |

Screens (PubChem)
